MC4R antag cAMP – human MC4R antagonism in cAMP assay; P32245; MC4R-expressing cells, MTII-stimulated cAMP, LANCE TR-FRET; inhibition, % at 6.5 µM; actives 0.48% (n = 360,000); AID 540295;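 active means inhibition above its plate's cutoff, the mean of tested wells on that plate plus 3 SD, cut at about 29% in these data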;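 further: 0% = Melanotan II alone and 100% = Melanotan II plus saturating MCL0020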
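Material: human MC4R-expressing U2OS cells. Probe or stimulus: Melanotan II challenge. Dosing: 6.5 µM single dose. Times: 30-min compound, 1-h challenge, 1-h detection, room temperature. Technique: TR-FRET with Eu-cAMP and labeled anti-cAMP, 671 nm. Replication: singlicate.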
ABHD5-PLIN5 inh – ABHD5-PLIN5 protein interaction inhibition. Q00G26+Q8WTS1. Split G. princeps luciferase complementation, luminescence, 4 h. inhibition, % at 4 µM. actives 0.78% (n = 360,000);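 active means inhibition above the mean inhibition across every tested compound plus 3 SD, cut at about 22% in these data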;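 further: 0% = DMSO only wells and the 100% control is not disclosed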
m5-HT2A agonist – agonists of mouse serotonin 5-HT2A receptor (HTR2A) | P35363 | CHO-K1 mHTR2A beta-arrestin complementation, luminescence; percent of 30 µM serotonin response | activation, % at 7.6 µM | actives 0.66% (n = 360,000);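 active means activation above a run cutoff, the mean activation of all tested compounds plus 3 SD, cut at about 14% in these data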;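 further: 0% = plate median of compound wells and 100% = 30 µM serotonin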
ABCB6 inh MLPCN – inhibitors of human ABC transporter ABCB6. K562-ABCB6 porphyrin accumulation, flow cytometry, 1 h; hits give low values. fluorescence ratio to DMSO, % at 10 µM. actives 0.19% (n = 360,000). AID 602162;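 active means fluorescence ratio to DMSO below 75%, the collection mean minus 3 SD; inconclusive means too few cells collected in the well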;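 further: signal is porphyrin accumulated inside mitochondria; 100% equals median channel fluorescence of DMSO control wells; lower ratio means ABCB6 inhibition with less porphyrin fluorescence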
Target sequence (Q9NP58 whole entry, looked up): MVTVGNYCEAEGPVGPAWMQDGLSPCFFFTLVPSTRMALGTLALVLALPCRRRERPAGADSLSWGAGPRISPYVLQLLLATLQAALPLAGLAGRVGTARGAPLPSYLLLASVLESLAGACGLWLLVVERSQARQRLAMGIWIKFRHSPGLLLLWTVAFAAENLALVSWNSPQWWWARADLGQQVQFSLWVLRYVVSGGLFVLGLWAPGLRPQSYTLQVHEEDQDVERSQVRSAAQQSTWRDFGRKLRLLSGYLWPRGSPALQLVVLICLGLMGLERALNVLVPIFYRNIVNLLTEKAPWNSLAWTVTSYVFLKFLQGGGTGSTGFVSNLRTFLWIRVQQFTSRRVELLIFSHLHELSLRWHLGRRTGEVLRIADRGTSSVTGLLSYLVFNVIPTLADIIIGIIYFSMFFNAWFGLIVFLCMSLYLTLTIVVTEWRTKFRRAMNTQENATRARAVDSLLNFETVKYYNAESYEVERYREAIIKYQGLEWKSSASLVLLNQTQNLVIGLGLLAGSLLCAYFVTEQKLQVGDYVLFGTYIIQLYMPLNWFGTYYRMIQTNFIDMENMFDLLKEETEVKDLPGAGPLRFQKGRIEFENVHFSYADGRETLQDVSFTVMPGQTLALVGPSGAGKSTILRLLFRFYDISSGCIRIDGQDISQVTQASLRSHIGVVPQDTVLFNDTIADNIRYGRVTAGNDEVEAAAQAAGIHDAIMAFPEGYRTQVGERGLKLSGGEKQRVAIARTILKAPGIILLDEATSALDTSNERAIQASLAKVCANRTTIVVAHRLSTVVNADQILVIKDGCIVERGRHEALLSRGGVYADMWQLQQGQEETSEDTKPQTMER
Exocytosis inh – lytic granule exocytosis inhibition; inhibition, % at 10 µM; actives 0.66% (n = 360,000); TALL-104 LAMP-1 surface exposure, flow cytometry; cells stimulated with thapsigargin and PMA; AID 651702;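 active means inhibition above about 55%, limit read from the data; inconclusive means no clear call, values can overlap the other calls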
N-glyco inh – N-linked glycosylation inhibition | D54 ERlucT glycosylation luciferase reporter, 24 h; percent of 100 nM tunicamycin response | AID 588692 | actives 0.23% (n = 360,000) | reporter increase, % at 12.5 µM;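 active means mean luciferase reporter signal, scaled so untreated is 0 and the glycosylation-blocking control 100, at or above a set limit in every replicate; inconclusive means mean reaches the limit but not every replicate does; inactive means mean below the limit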;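 further: luciferase carries N-glycosylation sites so blocking glycosylation raises the light; 0% = median of neutral control wells and 100% = median of 100 nM tunicamycin wells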
H9c2 protect – modulators protecting cardiomyocytes from myocardial damage | actives 0.63% (n = 360,000) | protection from H2O2 cell death, % at 20 µM | H9c2 cardiomyocytes, H2O2 injury protection, ATPLite, 2 h | AID 588492;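 active means compounds giving at least 50% protection of heart cells from peroxide-induced death in the single-dose screen, raw or plate-pattern-corrected value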;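 further: 0% = DMSO wells with peroxide and 100% = DMSO wells without peroxide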
PDI inh – blocks human protein disulfide isomerase activity; P07237; PDI insulin aggregation turbidity, A650, 90 min; inhibition, % at 10 µM; actives 0.052% (n = 350,000);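 active means mean inhibition across replicates of 30% or more, whatever share of single replicates reach that level; inconclusive means mean inhibition below 30% while every single replicate reaches 30%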;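 further: absorbance from insulin aggregation driven by PDI reduction with DTT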
MC4R barr agon – activates human MC4R beta-arrestin recruitment; P32245; U2OS MC4R beta-arrestin complementation, luminescence; percent of melanotan II response, DMSO zero; activation, % at 8.9 µM; actives 0.98% (n = 360,000); AID 540308;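 active means activation above a per-plate cutoff, the mean activation of sample wells on that plate plus 3 SD, cut at about 8% in these data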
CaV13 ICDI inh – Disruptors of the CACNA1D IQ motif to Ca2+-dependent inactivation inhibitor domain association, primary screening, Förster resonance energy transfer in intact living …; inhibition, % at 12.3 µM; HEK cells, CFP/YFP FRET ICDI-IQ, plate reader, 10 min; percent FRET-ratio fall versus neutral wells; actives 0.098% (n = 340,000); AID 743397;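 active means mean replicate inhibition of at least 30% and at least 1% of replicates passing that level; inconclusive means only one of the two criteria is met; inactive means neither criterion is met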;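 further: 0% = median of the neutral control wells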
* hit, by the source's call. Random draw from the library (roughly 4.2% active in at least one column).

Results for COc1ccc(C(CCNCc2ccc(F)cc2)c2ccc(F)cc2)cc1 (configuration not stated) ?
MC4R antag cAMP: 1; ABHD5-PLIN5 inh: 8; m5-HT2A agonist: -1; ABCB6 inh MLPCN: 91; Exocytosis inh: 11; N-glyco inh: -2; H9c2 protect: -15; PDI inh: 6; MC4R barr agon: 4.6; CaV13 ICDI inh: -14

How did O=C(O)C1CCC(C(=O)O)O1 (configuration not stated) do in these assays?
MC4R antag cAMP: 3; ABHD5-PLIN5 inh: 0; m5-HT2A agonist: 3; ABCB6 inh MLPCN: 97; Exocytosis inh: 0; N-glyco inh: 4; H9c2 protect: 17; PDI inh: 0; MC4R barr agon: -0.6; CaV13 ICDI inh: -6

How did CCOC(=O)NC(=O)/C(C#N)=C(/C)N(C)C do in these assays?
MC4R antag cAMP: 0; ABHD5-PLIN5 inh: 5; m5-HT2A agonist: 3; ABCB6 inh MLPCN: 89; Exocytosis inh: 1; N-glyco inh: 2; H9c2 protect: 0; PDI inh: -3; MC4R barr agon: -3.2; CaV13 ICDI inh: 15

How did COc1ccccc1NC(=O)Nc1cccc(C)n1 do in these assays?
MC4R antag cAMP: 20; ABHD5-PLIN5 inh: 5; m5-HT2A agonist: -8; ABCB6 inh MLPCN: 97; Exocytosis inh: -6; N-glyco inh: 2; H9c2 protect: -2; PDI inh: 1; MC4R barr agon: 1.6; CaV13 ICDI inh: -20

How did O=C1NC(=Nc2cccc(Cl)c2)SC1Cc1cccc(Cl)c1Cl (configuration not stated) do in these assays?
MC4R antag cAMP: 5; ABHD5-PLIN5 inh: -3; m5-HT2A agonist: 10; ABCB6 inh MLPCN: 103; Exocytosis inh: -3; N-glyco inh: -3; H9c2 protect: -15; PDI inh: -10; MC4R barr agon: 4.8; CaV13 ICDI inh: -8

How did C/C(CC(=O)NCc1ccc(Cl)cc1)=N\NC(=O)COc1ccc(C)cc1Br do in these assays?
MC4R antag cAMP: -25; ABHD5-PLIN5 inh: 5; m5-HT2A agonist: -5; ABCB6 inh MLPCN: 85; Exocytosis inh: 12; N-glyco inh: inconclusive; H9c2 protect: -15; PDI inh: 6; MC4R barr agon: 1.7; CaV13 ICDI inh: -4

What do the screens show for `CCOC(=O)c1ccc2nc(C(F)(F)F)[nH]c(=O)c2c1`?
MC4R antag cAMP: 26; ABHD5-PLIN5 inh: 5; m5-HT2A agonist: 1; ABCB6 inh MLPCN: 102; Exocytosis inh: 2; N-glyco inh: -1; H9c2 protect: -4; PDI inh: 3; MC4R barr agon: 1.1

How did COc1ccc(-c2cnc(C(O)c3ccc(-c4ccccc4)cc3)[nH]2)cc1 (configuration not stated) do in these assays?
MC4R antag cAMP: 9; ABHD5-PLIN5 inh: -4; m5-HT2A agonist: 8; ABCB6 inh MLPCN: 97; Exocytosis inh: -9; N-glyco inh: 0; H9c2 protect: -18; PDI inh: 2; MC4R barr agon: 3.4; CaV13 ICDI inh: -5

How did O=C(NCc1csc(-c2cccs2)n1)Nc1ccc(F)cc1F do in these assays?
MC4R antag cAMP: 7; ABHD5-PLIN5 inh: 1; m5-HT2A agonist: -4; ABCB6 inh MLPCN: 94; Exocytosis inh: 6; N-glyco inh: 2; H9c2 protect: -3; PDI inh: -6; MC4R barr agon: 0.1; CaV13 ICDI inh: -5

How did O=c1[nH]cc(S(=O)(=O)N2CCN(c3cccc(C(F)(F)F)c3)CC2)c(=O)[nH]1 do in these assays?
MC4R antag cAMP: 1; ABHD5-PLIN5 inh: -2; m5-HT2A agonist: 0; ABCB6 inh MLPCN: 97; Exocytosis inh: -9; N-glyco inh: -1; H9c2 protect: 0; PDI inh: -2; MC4R barr agon: -2.8; CaV13 ICDI inh: -4

How did O=C(CNS(=O)(=O)c1ccccc1F)OCC(=O)c1c[nH]c2ccccc12 do in these assays?
MC4R antag cAMP: 0; ABHD5-PLIN5 inh: 2; m5-HT2A agonist: -2; ABCB6 inh MLPCN: 92; Exocytosis inh: -3; N-glyco inh: 2; H9c2 protect: 2; PDI inh: 0; MC4R barr agon: -0.3; CaV13 ICDI inh: -2

How did COc1cc(F)ccc1-c1cc(C(=O)Nc2cc(OC)c(OC)c(OC)c2)[nH]n1 do in these assays?
MC4R antag cAMP: 3; ABHD5-PLIN5 inh: -1; m5-HT2A agonist: 5; ABCB6 inh MLPCN: 94; Exocytosis inh: -4; N-glyco inh: 9; H9c2 protect: 46; PDI inh: -3; MC4R barr agon: -0.8; CaV13 ICDI inh: -4

Results for COCC(=O)N1CCC(Oc2ccc(C(=O)NCc3cc(C(C)C)no3)cc2)CC1 ?
MC4R antag cAMP: 1; ABHD5-PLIN5 inh: -4; m5-HT2A agonist: 1; ABCB6 inh MLPCN: 104; Exocytosis inh: -19; N-glyco inh: -2; H9c2 protect: -4; PDI inh: -1; MC4R barr agon: -1.0; CaV13 ICDI inh: -7

What do the screens show for `COc1ccc(N2CCN(C(=O)COC(=O)Cc3ccc(F)cc3)CC2)cc1`?
MC4R antag cAMP: -1; ABHD5-PLIN5 inh: -2; m5-HT2A agonist: -2; ABCB6 inh MLPCN: 97; Exocytosis inh: -1; N-glyco inh: -1; H9c2 protect: -5; PDI inh: -1; MC4R barr agon: -3.1; CaV13 ICDI inh: -5

Results for COc1ccc(CCC(=O)c2ccc(OC)cc2)cc1 ?
MC4R antag cAMP: 6; ABHD5-PLIN5 inh: 5; m5-HT2A agonist: 3; ABCB6 inh MLPCN: 89; Exocytosis inh: 10; N-glyco inh: -2; H9c2 protect: -3; PDI inh: 2; MC4R barr agon: 4.6; CaV13 ICDI inh: -5

How did Cc1cc(SCC(=O)c2ccc(O)c(O)c2)nc2ccccc12 do in these assays?
MC4R antag cAMP: 8; ABHD5-PLIN5 inh: -11; m5-HT2A agonist: 3; ABCB6 inh MLPCN: 101; Exocytosis inh: 49; N-glyco inh: 0; H9c2 protect: 51*; PDI inh: 1; MC4R barr agon: -2.1; CaV13 ICDI inh: -4

How did Nc1n[nH]c(-c2ccc(Br)cc2)c1Cl do in these assays?
MC4R antag cAMP: 5; ABHD5-PLIN5 inh: -2; m5-HT2A agonist: 5; ABCB6 inh MLPCN: 101; Exocytosis inh: 1; N-glyco inh: 1; H9c2 protect: -7; PDI inh: -3; MC4R barr agon: 2.3

Results for CC(C)c1ccc(NC(=O)COC(=O)C2=COCCO2)cc1 ?
MC4R antag cAMP: -1; ABHD5-PLIN5 inh: 8; m5-HT2A agonist: 0; ABCB6 inh MLPCN: 101; Exocytosis inh: 4; N-glyco inh: 0; H9c2 protect: -6; PDI inh: 7; MC4R barr agon: 1.0; CaV13 ICDI inh: -5

Results for Cc1c(CCC(=O)NCCCC(=O)O)c(=O)oc2cc3oc4c(c3cc12)CCCC4 ?
MC4R antag cAMP: 11; ABHD5-PLIN5 inh: 7; m5-HT2A agonist: -7; ABCB6 inh MLPCN: 99; Exocytosis inh: -41; N-glyco inh: -2; H9c2 protect: 4; PDI inh: -10; MC4R barr agon: 0.4; CaV13 ICDI inh: -4

How did O=C(c1cccnc1)N1C2C=CC(C2)C1(C(F)(F)F)C(F)(F)F (configuration not stated) do in these assays?
MC4R antag cAMP: 4; ABHD5-PLIN5 inh: -5; m5-HT2A agonist: 3; ABCB6 inh MLPCN: 102; Exocytosis inh: -1; N-glyco inh: 2; H9c2 protect: -6; PDI inh: -3; MC4R barr agon: 1.6; CaV13 ICDI inh: -1

Results for COc1ccccc1CNC(=O)c1cc(C(C)=O)c[nH]1 ?
MC4R antag cAMP: -2; ABHD5-PLIN5 inh: -6; m5-HT2A agonist: 3; ABCB6 inh MLPCN: 100; Exocytosis inh: 9; N-glyco inh: 4; H9c2 protect: -2; PDI inh: 14; MC4R barr agon: -1.5; CaV13 ICDI inh: -7

What do the screens show for `C=CCOc1cccc(C(=O)NC(c2ccccc2)C(C)C)c1` (configuration not stated)?
MC4R antag cAMP: 1; ABHD5-PLIN5 inh: 2; m5-HT2A agonist: -3; ABCB6 inh MLPCN: 101; Exocytosis inh: 4; N-glyco inh: -2; H9c2 protect: -4; PDI inh: -1; MC4R barr agon: -1.7; CaV13 ICDI inh: -1

Results for COc1ccc([C@@H]2CC=C(C(=O)O)[C@H](c3ccccc3F)N2S(=O)(=O)c2ccc(C)cc2)cc1OC ?
MC4R antag cAMP: 12; ABHD5-PLIN5 inh: 4; m5-HT2A agonist: 7; ABCB6 inh MLPCN: 96; Exocytosis inh: 14; N-glyco inh: 2; H9c2 protect: -1; PDI inh: 20; MC4R barr agon: -1.2; CaV13 ICDI inh: -10

What do the screens show for `CN1CCN(S(=O)(=O)c2ccc(F)cc2)CC1`?
MC4R antag cAMP: 3; ABHD5-PLIN5 inh: 6; m5-HT2A agonist: 5; ABCB6 inh MLPCN: 99; Exocytosis inh: -14; N-glyco inh: 2; H9c2 protect: 5; PDI inh: -2; MC4R barr agon: 0.4; CaV13 ICDI inh: -5

What do the screens show for `O=C(CNC(=O)c1cc(Cl)cc([N+](=O)[O-])c1)OCC(=O)N1CCCCC1`?
MC4R antag cAMP: 27; ABHD5-PLIN5 inh: -6; m5-HT2A agonist: 8; ABCB6 inh MLPCN: 101; Exocytosis inh: -6; N-glyco inh: 0; H9c2 protect: -2; PDI inh: 0; MC4R barr agon: -0.1; CaV13 ICDI inh: -3

How did Cc1cccc(NC(=O)NC2(C)CCS(=O)(=O)C2)c1 (configuration not stated) do in these assays?
MC4R antag cAMP: 2; ABHD5-PLIN5 inh: 4; m5-HT2A agonist: 2; ABCB6 inh MLPCN: 106; Exocytosis inh: 10; N-glyco inh: 3; H9c2 protect: 1; PDI inh: -9; MC4R barr agon: 1.3; CaV13 ICDI inh: -4

Results for COc1cc(C(=O)NC(=S)N(CCC#N)Cc2cccnc2)cc(OC)c1OC ?
MC4R antag cAMP: 1; ABHD5-PLIN5 inh: -9; m5-HT2A agonist: -2; ABCB6 inh MLPCN: 104; Exocytosis inh: 2; N-glyco inh: 1; H9c2 protect: 2; PDI inh: 3; MC4R barr agon: -0.7; CaV13 ICDI inh: -5

How did O=C(Cn1cnc2ccccc21)Nc1ccc(C(=O)O)cc1 do in these assays?
MC4R antag cAMP: 9; ABHD5-PLIN5 inh: 8; m5-HT2A agonist: 2; ABCB6 inh MLPCN: 102; Exocytosis inh: -4; N-glyco inh: 0; H9c2 protect: 7; PDI inh: -5; MC4R barr agon: -1.6; CaV13 ICDI inh: -6

Results for O=C(NCCCN1CCOCC1)C(=O)N/N=C/c1ccc2c(c1)OCO2 ?
MC4R antag cAMP: 22; ABHD5-PLIN5 inh: -1; m5-HT2A agonist: 0; ABCB6 inh MLPCN: 101; Exocytosis inh: 1; N-glyco inh: -1; H9c2 protect: 2; PDI inh: -1; MC4R barr agon: -0.3; CaV13 ICDI inh: -1
